Screening data from PubChem.
U2OS ROS induce = inducers of reactive oxygen species in cancer cells. actives 2% (n = 46,000). U2OS ROS induction, H2DCF-DA fluorescence. ROS induction (% of piperlongumine), % at 10 µM; in the data active = ROS induction above about 79%, passing the limit was not always enough; inconclusive = no clear call, values can overlap the other calls;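 also: 0% = DMSO vehicle median and 100% = reference compound median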
Numbers without * were called inactive; u = inconclusive.

SMILES	U2OS ROS induce
O=C1O[C@H](c2ccccc2)[C@H](c2ccccc2)N2[C@H]1[C@@H](C(=O)N1CCCCCCC1)[C@]1(C(=O)Nc3ccccc31)[C@H]2c1ccccc1OCCO	48
CSc1ccccc1NC(=O)CN(C)S(=O)(=O)c1c(C)cc(C)cc1C	-6
COC(=O)c1cc(S(=O)(=O)N2CCOCC2)oc1C	-6
COc1ccc(CC2(C)OC(c3ccncc3)=NN2C(C)=O)cc1 (stereo unspecified)	-8
Cc1ccc(S(=O)(=O)N(C)C[C@H]2Oc3ccc(NC(=O)NC4CCCCC4)cc3C(=O)N([C@@H](C)CO)C[C@@H]2C)cc1	-2
Cc1cc(NC(=O)CSc2nc3c(sc4ccccc43)c(=O)n2CCc2ccccc2)n[nH]1	21
Cc1ccc(S(=O)(=O)Nc2ccc3c(c2)C(=O)N([C@@H](C)CO)C[C@@H](C)[C@H](CN(C)Cc2ccc4c(c2)OCO4)O3)cc1	13
C[C@H](CO)N1C[C@H](C)[C@H](CN(C)S(=O)(=O)c2ccc(Oc3ccccc3)cc2)OCc2cnnn2CCCC1=O	2
c1coc(-c2nc3ccccc3n2CCC2CCCCC2)c1	48
C[C@H](CO)N1C[C@H](C)[C@H](CN(C)S(=O)(=O)c2ccc(Cl)cc2)Oc2ccc(NC(=O)Nc3ccc(C(F)(F)F)cc3)cc2CC1=O	33
Cc1cc(C)c(NC(=O)CSc2nc3ccc(NC(=O)c4ccccc4Cl)cc3s2)c(C)c1	-3
C[C@@H]1CN([C@H](C)CO)C(=O)c2cc(NS(C)(=O)=O)ccc2O[C@H]1CN(C)C(=O)Nc1ccccc1	-1
C[C@H](CO)N1C[C@H](C)[C@@H](CN(C)Cc2ccc(C(=O)O)cc2)Oc2ccc(NC(=O)Nc3ccc(C(F)(F)F)cc3)cc2C1=O	-6
CC(C)COC(=O)N(C)C[C@H]1OCc2cn(nn2)CCCC(=O)N([C@@H](C)CO)C[C@H]1C	-5
CC(C)NC(=O)Nc1ccc2c(c1)CC(=O)N([C@@H](C)CO)C[C@H](C)[C@H](CN(C)C(=O)NC(C)C)O2	-6
C[C@@H]1CN([C@H](C)CO)C(=O)c2cc(NC(=O)C3CCCCC3)ccc2O[C@H]1CN(C)C(=O)Nc1ccc2c(c1)OCO2	4
O=C(NCCOc1ccccc1-c1ccccc1)c1cccc2ccccc12	13
C[C@H](CO)N1C[C@H](C)[C@H](CN(C)Cc2ccccc2)Oc2ccc(NC(=O)CCN3CCOCC3)cc2CC1=O	9
Cc1ccc(S(=O)(=O)Nc2ccc3c(c2)CC(=O)N([C@@H](C)CO)C[C@H](C)[C@H](CN(C)C(=O)Nc2cccc4ccccc24)O3)cc1	4
COc1ccc(NC(=O)c2ccco2)cc1NC(=O)c1cc(OC)c(OC)c(OC)c1	-1
C[C@@H]1CN([C@H](C)CO)C(=O)Cc2cc(NC(=O)C3CC3)ccc2O[C@H]1CN(C)C(=O)Nc1ccc(C(F)(F)F)cc1	5
CC(NS(=O)(=O)c1ccccc1)C(=O)Nc1ccc(Oc2ccccc2)cc1 (stereo unspecified)	-9
COC(=O)COc1ccc2c(=O)c(Oc3cnn(-c4ccccc4)c3)c(C(F)(F)F)oc2c1C	0
COC(=O)c1c(C)[nH]c(C)c1C(=O)c1ccccc1Cc1ccccc1	0
C[C@H]1CN([C@@H](C)CO)C(=O)CCCn2cc(nn2)CO[C@@H]1CN(C)S(=O)(=O)c1ccc(-c2ccccc2)cc1	-8
C[C@@H]1CCCCO[C@@H](CN(C)Cc2ccc(C(F)(F)F)cc2)[C@@H](C)CN([C@H](C)CO)C(=O)c2cc(NC(=O)Nc3ccc4c(c3)OCO4)ccc2O1	12
COc1ccc(S(=O)(=O)N(C)C[C@@H]2Oc3ccc(NC(=O)NC4CCCCC4)cc3C(=O)N([C@H](C)CO)C[C@H]2C)cc1	4
CNC[C@H]1Oc2ccc(NS(=O)(=O)c3ccc(C)cc3)cc2CC(=O)N([C@@H](C)CO)C[C@@H]1C	-13
C[C@H]1CN([C@@H](C)CO)C(=O)CCCn2cc(nn2)CO[C@H]1CN(C)C(=O)Nc1cccc(Oc2ccccn2)c1	-3
Nc1c(C(=O)NCC2CCCO2)sc2ccc(S(=O)(=O)N3CCCCC3)cc12 (stereo unspecified)	-12
O=S(=O)(NCC1COc2ccccc2O1)c1ccc(N2CCOCC2)nc1 (stereo unspecified)	-2
C[C@@H]1CCCCO[C@H](CN(C)S(=O)(=O)c2ccc(Cl)cc2)[C@@H](C)CN([C@H](C)CO)C(=O)c2cc(NC(=O)NC3CCCCC3)ccc2O1	61
C[C@@H]1CN([C@@H](C)CO)C(=O)Cc2cc(NS(=O)(=O)c3ccc(F)cc3)ccc2O[C@@H]1CN(C)CC1CCCCC1	-2
CCCCC1(COC(=O)Nc2cccc(Cl)c2)C(=O)N(c2ccccc2)N(c2ccccc2)C1=O	11
C[C@@H]1CN([C@@H](C)CO)C(=O)c2cc(NC(=O)C3CCCCC3)ccc2O[C@@H]1CN(C)Cc1ccc2c(c1)OCO2	3
C[C@@H]1CCCCO[C@H](CN(C)Cc2ccccc2)[C@@H](C)CN([C@H](C)CO)C(=O)c2cc(NC(=O)Nc3ccc(C(F)(F)F)cc3)ccc2O1	10
COc1ccc(S(=O)(=O)N(C)C[C@@H]2Oc3c(NS(=O)(=O)c4c(C)noc4C)cccc3C(=O)N([C@H](C)CO)C[C@@H]2C)cc1	-13
C[C@H](CO)N1C[C@H](C)[C@H](CN(C)Cc2ccc3c(c2)OCO3)Oc2ccc(NC(=O)NC3CCCCC3)cc2CC1=O	-12
Cc1ccc2nsnc2c1S(=O)(=O)N1CCN(CCc2ccccc2)CC1	-5
C[C@@H]1CN([C@@H](C)CO)C(=O)c2cccc(NC(=O)C3CC3)c2O[C@@H]1CN(C)S(=O)(=O)c1cccs1	-14
Cc1ccc([N+](=O)[O-])cc1NC(=O)CN(C)S(=O)(=O)c1ccc(Cl)cc1	6
COc1ccc(CN(C)C[C@H]2Oc3ccc(NC(=O)Cc4ccccc4)cc3C(=O)N([C@@H](C)CO)C[C@H]2C)cc1	-7
C[C@@H]1CN([C@@H](C)CO)C(=O)CCCn2cc(nn2)CO[C@H]1CN(C)C(=O)Cc1ccccc1	36
C[C@@H]1CN([C@@H](C)CO)C(=O)c2cc(NS(=O)(=O)c3ccccc3)ccc2O[C@@H]1CN(C)CC1CC1	-9
COC(=O)c1c(NC(=O)c2ccccc2N(C)S(C)(=O)=O)sc2c1CCCC2	20
C[C@H]1CN([C@@H](C)CO)C(=O)Cc2cc(NC(=O)Nc3ccc(C(F)(F)F)cc3)ccc2O[C@@H]1CN(C)CC1CC1	3
COc1cc(NC(=S)NCc2cccnc2)c(OC)cc1Cl	1
O=C(CCCN1C(=O)c2ccccc2C1=O)Nc1ccc(F)c(Cl)c1	-14
COc1ccc(C2Oc3cc(OC)ccc3CC2O)cc1 (stereo unspecified)	59
COC(=O)c1ccc(CSc2nccn2C)cc1	-3
O=C(NCC(O)c1ccccc1)c1ccc(S(=O)(=O)N2CCOCC2)cc1 (stereo unspecified)	-14
COc1cccc(OC)c1OCCNCC1COc2ccccc2O1 (stereo unspecified)	0
COc1ccc(N2C(=O)/C(=C\C=C\c3ccccc3)SC2=S)cc1	1
COc1ccc(NC(=O)Nc2cccc3c2O[C@H](CN(C)S(=O)(=O)c2ccc(C)cc2)[C@H](C)CN([C@H](C)CO)C3=O)cc1	7
C=C1C(=O)O[C@H]2C1C[C@@H](OC(C)=O)[C@@]1(C)[C@@H](OC(C)=O)C[C@@H](OC(C)=O)C(=C)[C@H]21 (stereo partly specified)	68
C[C@H]1CN([C@@H](C)CO)C(=O)c2cccc(NS(=O)(=O)c3cccs3)c2O[C@H]1CN(C)Cc1ccc(Cl)c(Cl)c1	29
C[C@H](CO)N1C[C@H](C)[C@H](CN(C)Cc2ccc(Cl)c(Cl)c2)Oc2ccc(NC(=O)Nc3ccc4c(c3)OCO4)cc2C1=O	8
C[C@H]1CN([C@@H](C)CO)C(=O)c2cccc(NC(=O)C3CCOCC3)c2O[C@H]1CN(C)S(=O)(=O)c1cccs1	-5
CCCN(C)C[C@@H]1OCCCC[C@@H](C)Oc2ccc(N(C)C)cc2C(=O)N([C@H](C)CO)C[C@@H]1C	52
C[C@H](CO)N1C[C@H](C)[C@H](CN(C)C(=O)Nc2cccc(C(F)(F)F)c2)OCc2cn(nn2)CCCC1=O	9
Carrying on:
SMILES	U2OS ROS induce
Cc1ccc(-c2nc(NC(=O)C(C(C)C)N3C(=O)c4ccccc4C3=O)sc2C)cc1 (stereo unspecified)	u
C[C@H]1CN([C@@H](C)CO)C(=O)c2cccc(NC(=O)C3CC3)c2O[C@@H]1CN(C)Cc1ccncc1	7
C[C@H]1CN([C@@H](C)CO)C(=O)Cc2cc(NC(=O)C3CCCCC3)ccc2O[C@H]1CN(C)C(=O)Nc1ccc(C(F)(F)F)cc1	10
COc1ccc(S(=O)(=O)Nc2ccc3c(c2)C(=O)N([C@@H](C)CO)C[C@@H](C)[C@H](CN(C)C(=O)NC2CCCCC2)O3)cc1	-10
COC(=O)[C@]1(Cc2ccccc2N=[N+]=[N-])N=C(c2ccc(OCCCO)cc2)O[C@@H]1c1ccccc1N=[N+]=[N-]	36
O=C(NCc1ccccc1Cl)C1=CSCCO1	-1
C[C@@H]1CN([C@H](C)CO)C(=O)Cc2cc(NC(=O)C3CCCCC3)ccc2O[C@@H]1CN(C)C(=O)Nc1ccc(C(F)(F)F)cc1	2
Cc1ccc(OC(=O)c2cc(S(=O)(=O)N3CCCC3)ccc2C)cc1C	4
CCOC(=O)CN1N=C(c2ccc(Cl)cc2)CCC1=O	-7
Cc1noc(C)c1NC(=O)Nc1ccc2c(c1)CC(=O)N([C@H](C)CO)C[C@H](C)[C@H](CN(C)S(C)(=O)=O)O2	8
c1cc(-c2nnn(C3CCCCC3)c2NC2CCCCC2)[nH]n1	7
C[C@H](CO)N1C[C@H](C)[C@@H](CN(C)Cc2ccc(C(=O)Nc3ccccc3N)cc2)Oc2ccc(NC(=O)Cc3cn(C)c4ccccc34)cc2C1=O	17
C/C=C/C/C=C/CCC(=O)[C@H]1O[C@H]1C(N)=O	30
COC(=O)c1csc(S(=O)(=O)N=S(C)(=O)c2cccs2)c1OC (stereo unspecified)	-5
COc1cc(NC(=O)C2CCCN2C(=O)C2CCC(C)CC2)cc(OC)c1OC (stereo unspecified)	-6

13 entries out of the list, sorted by number of heavy atoms, high to low:
SMILES	U2OS ROS induce
C[C@H](CO)N1C[C@H](C)[C@@H](CN(C)Cc2ccc(C(=O)Nc3ccccc3N)cc2)Oc2ccc(NC(=O)Cc3cn(C)c4ccccc34)cc2C1=O	17
C[C@@H]1CN([C@H](C)CO)C(=O)Cc2cc(NC(=O)C3CCCCC3)ccc2O[C@@H]1CN(C)C(=O)Nc1ccc(C(F)(F)F)cc1	2
COc1ccc(S(=O)(=O)Nc2ccc3c(c2)C(=O)N([C@@H](C)CO)C[C@@H](C)[C@H](CN(C)C(=O)NC2CCCCC2)O3)cc1	-10
COC(=O)[C@]1(Cc2ccccc2N=[N+]=[N-])N=C(c2ccc(OCCCO)cc2)O[C@@H]1c1ccccc1N=[N+]=[N-]	36
Cc1noc(C)c1NC(=O)Nc1ccc2c(c1)CC(=O)N([C@H](C)CO)C[C@H](C)[C@H](CN(C)S(C)(=O)=O)O2	8
C[C@H]1CN([C@@H](C)CO)C(=O)c2cccc(NC(=O)C3CC3)c2O[C@@H]1CN(C)Cc1ccncc1	7
Cc1ccc(-c2nc(NC(=O)C(C(C)C)N3C(=O)c4ccccc4C3=O)sc2C)cc1 (stereo unspecified)	u
COc1cc(NC(=O)C2CCCN2C(=O)C2CCC(C)CC2)cc(OC)c1OC (stereo unspecified)	-6
Cc1ccc(OC(=O)c2cc(S(=O)(=O)N3CCCC3)ccc2C)cc1C	4
c1cc(-c2nnn(C3CCCCC3)c2NC2CCCCC2)[nH]n1	7
CCOC(=O)CN1N=C(c2ccc(Cl)cc2)CCC1=O	-7
O=C(NCc1ccccc1Cl)C1=CSCCO1	-1
C/C=C/C/C=C/CCC(=O)[C@H]1O[C@H]1C(N)=O	30

(cont.)
SMILES	U2OS ROS induce
CC(=O)c1ccc(NC(=O)CNS(=O)(=O)c2ccc(C(C)(C)C)cc2)cc1	-3
C[C@H]1CN([C@@H](C)CO)C(=O)c2cc(NC(=O)CCN3CCOCC3)ccc2O[C@@H]1CN(C)C(=O)Nc1ccccc1	-13
C[C@H]1CN([C@@H](C)CO)C(=O)CCCn2cc(nn2)CO[C@H]1CN(C)C(=O)Nc1ccccc1C(F)(F)F	0
COc1ccccc1C1=NN(C(=O)CCC(=O)O)C(c2ccco2)C1 (stereo unspecified)	5
Clc1cc(Cl)cc(OCc2nc(-c3cc(-c4ccccc4)no3)cs2)c1	0
C=CC[C@@]1(C(=O)OC)N=C(c2ccc(OCCCO)cc2)O[C@@H]1c1ccccc1CN=[N+]=[N-]	-5
COc1ccc(NC(=O)Nc2cccc3c2O[C@@H](CN(C)Cc2ccncc2)[C@H](C)CN([C@@H](C)CO)C3=O)cc1	-5
C[C@H]1CN([C@@H](C)CO)C(=O)c2cc(NC(=O)CCCCCC(=O)Nc3ccccc3N)ccc2O[C@H]1CN(C)Cc1ccncc1	0
COc1ccc(S(=O)(=O)N(C)C[C@H]2Oc3ccc(NC(=O)Nc4ccc(F)cc4)cc3CC(=O)N([C@@H](C)CO)C[C@H]2C)cc1	5
CC(=O)N1C(=S)NC(=O)/C1=C\c1ccc(C(C)C)cc1	-9
COc1ccc(S(=O)(=O)N(C)C[C@@H]2Oc3ccc(NC(=O)NC4CCCCC4)cc3CC(=O)N([C@H](C)CO)C[C@H]2C)cc1	20
Cc1noc(C)c1S(=O)(=O)Nc1cccc2c1O[C@H](CN(C)Cc1ccncc1)[C@H](C)CN([C@H](C)CO)C2=O	-1
C[C@@H]1CN([C@H](C)CO)C(=O)Cc2cc(NC(=O)CCC(F)(F)F)ccc2O[C@H]1CN(C)Cc1ccc2c(c1)OCO2	1
C[C@@H]1CN([C@@H](C)CO)C(=O)Cc2cc(NC(=O)c3ccncc3)ccc2O[C@@H]1CN(C)S(=O)(=O)c1ccc(Cl)cc1	9
CO[C@@]12[C@@H]3NC3CN1C1=C(C(=O)C(N)=C(C)C1=O)[C@@H]2COC(N)=O (stereo partly specified)	-4
O=C(N/N=C/c1cc(Cl)cc(Cl)c1O)c1ccccn1	8

Only part of the results is shown. The share of hits here may be higher or lower than overall.
